EWS-Fli block: EWS/Fli-driven NR0B1 reporter inhibitors, primary screen, A673 cells, NR0B1 luciferase, luminescence, MLPCN library; viability-normalised; inhibition, % at 12.6 µM; hit rate 0.67% among 350,000; AID 651661, 2012;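 active means mean inhibition of at least 50% after viability correction, with every replicate also passing that limit; inconclusive means mean reaches 50% but only one of two replicates passes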;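 further: firefly luciferase signal divided by Alamar Blue viability fluorescence both relative to DMSO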
E-sel inducer: E-selectin induction in HUVECs, primary screen, imaging, HUVEC, immunofluorescence imaging, single point; P16581; hit rate 0.37% among 260,000; activation, % at 7.58 µM; normalized: neutral wells 0, TNF-alpha wells 100;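 active means mean E-selectin-positive cell signal at least 10% of the positive control, reached in at least 60% of replicates, without over 20% cell loss; inconclusive means no rule given, readout overlaps actives, possibly toxicity-flagged; inactive means the rest, including those meeting only one limit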;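 further: in these data hits start at about 27%; measured in HUVEC primary endothelial cells; signal is the percent of cells scored E-selectin positive by PE staining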
Target sequence (P16581 whole entry, looked up): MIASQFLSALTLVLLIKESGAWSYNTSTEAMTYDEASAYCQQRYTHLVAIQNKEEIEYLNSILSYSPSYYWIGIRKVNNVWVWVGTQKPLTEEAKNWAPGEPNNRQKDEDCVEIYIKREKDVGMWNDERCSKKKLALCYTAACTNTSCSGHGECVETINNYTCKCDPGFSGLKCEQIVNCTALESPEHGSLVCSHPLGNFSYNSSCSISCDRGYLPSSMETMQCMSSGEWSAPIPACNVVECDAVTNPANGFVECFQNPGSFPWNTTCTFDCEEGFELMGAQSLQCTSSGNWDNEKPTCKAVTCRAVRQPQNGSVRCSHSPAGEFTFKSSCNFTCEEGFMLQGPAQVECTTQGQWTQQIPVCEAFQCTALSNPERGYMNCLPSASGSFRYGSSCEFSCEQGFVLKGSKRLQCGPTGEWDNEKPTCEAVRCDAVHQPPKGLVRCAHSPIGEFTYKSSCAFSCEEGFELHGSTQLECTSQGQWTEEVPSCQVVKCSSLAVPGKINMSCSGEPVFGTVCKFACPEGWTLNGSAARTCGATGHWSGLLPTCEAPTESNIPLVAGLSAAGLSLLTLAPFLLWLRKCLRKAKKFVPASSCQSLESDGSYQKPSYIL
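Assay system: HUVEC primary endothelial cells. Input: 3,000 HUVEC seeded per well. Doses: one compound dose added by pin transfer. Read-out basis: % PE-positive cells. Benchmarks: TNF-alpha high, DMSO low. Detection: immunofluorescence imaging. Buffer or medium: EGM-2, gelatin.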
RAD54 inh: inhibitors of human RAD54 branch migration, primary screen, biochemical, fluorescence, single point; DNA repair and recombination protein RAD54-like (Homo sapiens), Q92698; inhibition, % at 10.4 µM; hit rate 0.14% among 360,000; RAD54 Holliday junction branch migration, FAM/BHQ fluorescence; AID 602329, 2012;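 active means mean normalized replicate activity at least 40 and at least half of replicates scoring 40 or more; inconclusive means only one of the two criteria met; inactive means mean below 40 and under half of replicates reaching 40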;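 further: 0% = median of neutral control wells and 100% = median of positive control wells; inhibitors cause a drop in the FAM fluorescence signal; in these data hits start at about 50%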
RAD52 anneal inh: RAD52 DNA annealing inhibitors, primary screen, biochemical, FRET, single point, set 2. recombinant RAD52 DNA annealing, FRET fluorescence. hit rate 0.46% among 360,000. inhibition, % at 18.7 µM;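 active means every replicate showing at least 50% inhibition; inconclusive means mean inhibition at least 50% but not in every replicate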
S100A4 MyoIIA: inhibitors of S100A4-myosin IIA peptide binding, primary screen, biochemical, fluorescence polarization, TAMRA-MyoIIA peptide; inhibition, % at 10.7 µM; hit rate 0.14% among 360,000; Protein S100-A4 (Homo sapiens), P26447;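 active means mean inhibition of at least 70% across replicates, with every replicate also reaching that level; inconclusive means mean inhibition reaches 70% but some replicates fall short; inactive means mean inhibition below 70%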
Target sequence (P26447 whole entry, looked up): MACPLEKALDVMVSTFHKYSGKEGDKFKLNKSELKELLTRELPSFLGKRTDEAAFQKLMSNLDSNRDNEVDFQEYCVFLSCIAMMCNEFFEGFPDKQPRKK
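System – human S100A4 monomer protein, biochemical binding assay · Buffer or medium – Calcium-containing HEPES buffer, pH 7.2 · Timing – 5 min between mix addition and reading · Also added – TAMRA-labelled myosin IIA heavy-chain peptide probe, 5 nM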
FN deposition inh: inhibitors of fibronectin matrix deposition, primary screen, AH1F cells, Alexa488-fibronectin fluorescence, plate reader | AID 743247, 2014 | inhibition, % at 12.6 µM | AH1F fibroblasts, overnight | hit rate 0.086% among 350,000;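 active means mean inhibition across replicates of 30% or more, regardless of how many single replicates reach that level; inconclusive means mean under 30% yet at least half of replicates reach 30%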;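 further: positive control wells lacked labelled fibronectin entirely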
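test system = AH1F fibroblasts assembling fluorescent fibronectin matrix | quantity = 10000 AH1F cells per well | buffer or medium = DMEM plus 2% serum, read in PBS | doses = single dose, pinned | incubation = 1 h cell attachment, overnight exposure to compound and label | detection = fluorescence at 485 nm excitation, 525 nm emission | read-out basis = inhibition from reduced deposited-fibronectin fluorescence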
esBAF inh: Bmi1 luciferase reporter increase in mESCs, primary screen, esBAF inhibitor project, mouse ES cells, Bmi1 luciferase knock-in, single point; 24 h; 100% = twice the neutral-well signal; reporter increase, % at 12.5 µM; hit rate 2% among 350,000; in the data active means activation above about 40%; inconclusive means no clear call, values can overlap the other calls;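 further: 0% = median of the plate's neutral control wells and 100% = double that signal; a rise in the Bmi1 reporter signal indicates esBAF inhibition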
Xi reactivation: activators of inactive X chromosome reactivation, primary screen, imaging, XiGFP fibroblasts, GFP high-content imaging, set 2; XiGFP mouse fibroblasts, % GFP-positive cells imaging, 3 d; cells co-treated with 5-aza-dC sensitizer; scaled so ellipticine positive control = 100%; activation, % at 7.58 µM; hit rate 0.055% among 360,000; AID 743238, 2013;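 active means mean normalized replicate activation at least 10% and every replicate at or above 10%; inconclusive means only one of the two criteria met; inactive means mean below 10% and not all replicates reach 10%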;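 further: 0% = median of on-plate neutral control wells and 100% = ellipticine 6 µM median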
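System: XiGFP fibroblasts, SV40-immortalized. Medium: DMEM plus 5-aza-dC sensitizer. Doses: single point. Timing: 3 d treatment, 15 min room-temperature fixation. Control set: ellipticine 6 µM.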
* marks the source's active call; other numbers are inactive results; ? = inconclusive; / = no result given; & = joins results of further samples.

SMILES | EWS-Fli block | E-sel inducer | RAD54 inh | RAD52 anneal inh | S100A4 MyoIIA | FN deposition inh | esBAF inh | Xi reactivation
C[C@H](CO)N1C[C@H](C)[C@H](CN(C)C(=O)Nc2ccc(F)cc2)Oc2ncc(C3=CCCCC3)cc2C1=O | -4 | 0.9 | 6 | 22 | -4 | -7 | -5 | 0.7
COc1ccccc1-c1cccc([C@@H]2C[C@H]3[C@H](CON3C)CN2C(=O)CCc2ccccc2)c1 | 5 | -0.1 | -1 | -7 | -7 | 7 | -7 | /
CCC(=O)N1C[C@H](O)COC[C@@H]2O[C@@H](CC(=O)NCc3cc(F)cc(F)c3)CC[C@H]21 | -6 | 0.1 | 7 | / | / | -12 | 3 | 0.4
CC(=O)Nc1cccc(-c2nc3ccccc3o2)c1 | -45 | / | -8 | -10 | -1 | 1 | 35 | 0.0
Cc1ccc(C(=O)CNc2ccccc2C)cc1 | -22 | / | -6 | -22 | 1 | -5 | / | 0.0
COC(=O)CSc1nc(C)cc(Oc2ccccc2)n1 | 5 | 0.9 | 8 | -48 | 1 | 1 | -2 | 0.4
CC(=O)c1ccc(NC(=S)Nc2cccc(Cl)c2C)cc1 | 0 | / | -8 | -30 | 5 | 14 | 4 | 0.0
CCOc1ccccc1NC(=O)COC(=O)c1cc(C)oc1C | -14 | 0.0 | / | -2 | -4 | -6 | / | 0.1
Cc1noc(NS(=O)(=O)c2ccc(NC(=O)c3cc(S(=O)(=O)N(C)c4ccccc4)ccc3Cl)cc2)c1C | -1 | / | -10 | -7 | -12 | -13 | 7 | 0.4
Nc1nc(=O)n(C2CC(O)C(CO)O2)cc1F (stereo not given) | 24 | 0.2 | / | -16 | -2 | -1 | / | 1.0
N#C[C@H]1[C@@H](c2ccccc2-c2cccc(F)c2)[C@H](CO)N1C(=O)C1CC1 | 11 | 0.1 | / | 2 | 0 | 2 | / | 0.0
CC(C)c1ccc(NC(=O)C2(C)Cc3c(-c4ccc5c(c4)OCO5)ccnc3O2)cc1 (stereo not given) | -16 | -0.2 | 12 | 0 | -3 | 14 | 4 | 0.5
C[C@H](CO)N1C[C@H](C)[C@H](CN(C)S(=O)(=O)c2ccccc2)Oc2ccc(NC(=O)CCCCCC(=O)Nc3ccccc3N)cc2C1=O | -5 | -0.2 | / | 1 | -3 | / | / | -0.1
O=C(C[C@@H]1CC[C@@H](NC(=O)CCN2CCCCC2)[C@@H](CO)O1)Nc1ccc(-c2ccccc2)cc1 | -11 | 0.0 | 8 | 1 | -10 | 9 | 16 | -0.2
CC(CCc1ccco1)NC(=O)CCc1nnc2ccc(NCc3ccc(Cl)cc3)nn12 (stereo not given) | / | 0.3 | -1 | -21 | -4 | -16 | -8 | -0.1
O=C(O)c1ccc2c(c1)C(=O)/C(=C/c1ccccc1)C2=O | 2 | 1.8 | -18 | -83 | 5 | 2 | / | -0.4
CCOc1ncccc1C(=O)OCC(=O)N(CC)c1ccccc1 | -14 | -0.5 | -6 | -13 | -4 | 1 | -6 | -0.1
CCCNC(=O)C[C@H]1CC[C@@H]2[C@H](COc3ccc(NS(=O)(=O)CC)cc3C(=O)N2C)O1 | -6 | 0.1 | -5 | -8 | 4 | -22 | -6 | 0.1
CC(=O)CSc1nc2c(c(=O)[nH]c(=O)n2C)n1Cc1cccc(Br)c1 | 17 | / | -3 | -3 | 5 | 5 | -11 | -0.2
COc1ccc(S(=O)(=O)N2CCN(C(=O)c3sccc3-c3ccccc3)CC2)cc1 | 5 | / | 3 | -5 | 4 | 0 | / | -0.1
CC(C)Oc1cc(F)ccc1-c1cc(C(=O)NC2CCCCC2)[nH]n1 | -2 | 0.0 | 4 | -4 | -4 | -9 | -4 | 0.0
Cc1ccc(S(=O)(=O)N2CCOCC2)cc1C(=O)OCC(=O)NC1CCCC(C)C1C (stereo not given) | 3 | -0.8 | 7 | -10 | -2 | -5 | -2 | 0.1
Cc1noc(C)c1NC(=O)Nc1ccc2c(c1)CC(=O)N([C@H](C)CO)C[C@H](C)[C@@H](CN(C)Cc1ccncc1)O2 | -8 | / | 14 | 3 | 6 | / | 0 | -0.9
O=C1CC(C(=O)N2CCN(c3ccccc3)CC2)CN1Cc1ccccc1 (stereo not given) | 0 | / | -4 | 1 | 2 | -3 | -4 | -0.1
CC1(C(=O)NS(=O)(=O)Cc2cccc(Cl)c2)CCN1C(=O)C1(c2ccc(Cl)cc2)CCC1 (stereo not given) | -11 | 0.0 | -2 | 0 | -6 | -9 | 5 | -0.1
Cc1ccc(N(CC(=O)NCc2ccco2)C(=O)CCC(=O)Nc2ccccn2)c(C)c1 | 1 | / | 2 | -9 | -1 | 0 | -5 | 0.5
O=C(Nc1nnc(S(=O)(=O)N2CCCCCC2)s1)c1ccc(Br)cc1 | -19 | 0.0 | 3 | -5 | 1 | -3 | -5 | 0.1
COc1ccc(C)c2sc(NC(=O)CCS(=O)(=O)c3ccccc3)nc12 | 13 | / | -6 | -23 | -1 | -11 | -4 | 0.0
COc1ccc(NC(=O)N(C)C[C@H]2OCc3cn(nn3)CCCC(=O)N([C@H](C)CO)C[C@@H]2C)cc1 | -1&-7 | 0.8 | 6 | 7&-7 | -4&0 | 1&0 | -3 | 0.6&-0.1
CCCCCCn1cc(CN2CC(N3CCN(C)CC3)CS2(=O)=O)nn1 (stereo not given) | -2 | -0.2 | / | -10 | -5 | -12 | / | 0.1
COc1cccc(S(=O)(=O)Nc2ccc3c(c2)C(=O)N(C)C[C@@H](OC)[C@@H](C)CN(Cc2ccccc2F)[C@H](C)CO3)c1 | -2 | -0.2 | 10 | -34 | 0 | -2 | -4 | 0.1
C[C@@H]1CN([C@H](C)CO)C(=O)c2cc(Br)cnc2O[C@@H]1CN(C)C(=O)C1CC1 | -12 | 118* | / | / | / | -2 | -4 | -0.4
CCOc1ccc(-c2c(=O)n(OCc3ccc([N+](=O)[O-])cc3)c3ccccc3[n+]2[O-])c(OCC)c1 | 2 | / | -11 | -7 | -3 | 9 | 6 | -0.1
CCOC(=O)N1CCN(C(=O)COC(=O)c2ccc(N(C)C)cc2)CC1 | -4 | / | -11 | -11 | 1 | 6 | 0 | 0.1
CC1(C(=O)NS(=O)(=O)C2CC2)CCN(C(=O)COc2ccc(Cl)cc2Cl)C1 (stereo not given) | 4 | -0.1 | -6 | -1 | -4 | 11 | 9 | 0.1
Cc1c(NC(=O)CN2CCN(c3ccc(O)cc3)CC2)c(=O)n(-c2ccccc2)n1C | 6 | 1.0 | / | -3 | -2 | -5 | / | 0.0
Cc1c(O)ccc2c(CC(=O)N[C@@H](Cc3c[nH]c4ccccc34)C(=O)O)cc(=O)oc12 | 16 | / | -2 | -18 | -5 | 19 | -3 | 0.1
CCCN1[C@@H]2c3ccc(-c4ccncc4)c(=O)n3C[C@@H]2[C@@H](CO)[C@@H]1C(=O)N1CCOCC1 | -10 | 0.0 | -3 | -18 | 2 | / | 2 | 0.1
CC(=O)Nc1nonc1NC(=O)CSC1=NCCS1 | / | / | -1 | 5 | 8 | / | 5 | /
Cc1oc(-c2ccccc2Cl)nc1CN1CCCCC1c1cccnc1 (stereo not given) | 12 | 3.8 | / | -55 | -1 | -11 | / | 0.3
O=C(NC1C=CS(=O)(=O)C1)c1ccccc1 (stereo not given) | 5 | / | / | 0 | -5 | / | / | 0.5
Cc1cc(NC(=O)OC(C)(C)C)c(-n2nnnc2C(C(=O)c2ccc3c(c2)OCO3)N2CCN(c3ccccn3)CC2)cc1C (stereo not given) | -13 | -0.4 | / | -110 | 1 | 3 | / | 0.0
Cc1ccc(C)c(N2CCN(C(=O)CN3C(=S)NC(C)(C)CC3C)CC2)c1 (stereo not given) | -8 | / | / | 0 | 1 | / | / | 0.0
Cc1ccc(C)c(N2CCN(S(=O)(=O)c3ccc4c(c3)NC(=O)CO4)CC2)c1 | / | / | 0 | -9 | -21 | -14 | -1 | 0.0
COc1ccc2cc(C(=O)C3CCCN(C(=O)/C=C/c4ccccn4)C3)ccc2c1 (stereo not given) | -24 | / | 3 | -9 | 2 | / | 0 | 0.1
CCOCCCNc1ccc(-c2ccccc2)nn1 | -66 | / | 2 | -23 | 5 | / | 13 | /
Cc1ccc(S(=O)(=O)N2CCN(CCOc3c(Cl)cccc3Cl)CC2)cc1C | 2 | 1.4 | 3 | -1 | -1 | 1 | -2 | 0.1
O=C(CNCc1ccc(F)cc1)Nc1ccccc1[N+](=O)[O-] | -2 | -0.7 | / | 2 | -1 | 1 | / | 0.3
Cc1cccc(NC(=O)CSc2ncnc3sc(C)c(C)c23)n1 | -10 | 0.2 | 1 | -29 | 3 | 8 | 0 | 0.1
Clc1ccc2nc(-c3cccc(Br)c3)c(Cc3ccccc3)n2c1 | -92 | / | 4 | -24 | -2 | 22 | ? | 0.0
CC(OC(=O)c1ccc(-n2cnnn2)cc1)C(=O)Nc1ccccc1[N+](=O)[O-] (stereo not given) | 3 | / | -1 | -16 | -1 | -2 | 7 | 0.0
COc1ccc(-c2ccnc3c(C(=O)O)cnn23)cc1 | -8 | / | / | -21 | 26 | 14 | / | 0.0
COc1ccc(-n2c(SCC(=O)Nc3cc(C)on3)nc3c(c2=O)SCC3)cc1 | -7 | 2.1 | 3 | -3 | -1 | 1 | -5 | 0.0
O=C(Nc1ccc(F)cc1)N[C@H]1CC[C@H](CCNS(=O)(=O)c2ccccc2F)O[C@@H]1CO | -2 | 0.0 | 6 | 2 | -8 | / | 3 | 0.0
Cc1nc2nc(C)c(CCC(=O)NCCCN3CCN(c4cccc(Cl)c4)CC3)c(C)n2n1 | -4 | / | 1 | 2 | 34 | 6 | 2 | 0.1
COc1ccc(C(C)NC(=O)C2CCN(CCCc3ccccc3)CC2)cc1OC (stereo not given) | 11 | -0.4 | -10 | -25 | -19 | -4 | 1 | -0.1

Assay outcomes from PubChem.
